M5 antag: antagonists of human muscarinic M5 receptor (CHRM5) | 360,000 tested, 0.59% active | P08912 | CHO-hM5 cells, Fluo-8 calcium fluorescence, ACh EC80 | inhibition, % at 3 µM;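 active = inhibition above a per-plate cutoff, the mean of that plate's test compounds plus 3 SD, cut at about 27% in these data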;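 also: 0% = acetylcholine EC80 with DMSO and 100% = DMSO without agonist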
Target sequence (P08912 whole entry, looked up): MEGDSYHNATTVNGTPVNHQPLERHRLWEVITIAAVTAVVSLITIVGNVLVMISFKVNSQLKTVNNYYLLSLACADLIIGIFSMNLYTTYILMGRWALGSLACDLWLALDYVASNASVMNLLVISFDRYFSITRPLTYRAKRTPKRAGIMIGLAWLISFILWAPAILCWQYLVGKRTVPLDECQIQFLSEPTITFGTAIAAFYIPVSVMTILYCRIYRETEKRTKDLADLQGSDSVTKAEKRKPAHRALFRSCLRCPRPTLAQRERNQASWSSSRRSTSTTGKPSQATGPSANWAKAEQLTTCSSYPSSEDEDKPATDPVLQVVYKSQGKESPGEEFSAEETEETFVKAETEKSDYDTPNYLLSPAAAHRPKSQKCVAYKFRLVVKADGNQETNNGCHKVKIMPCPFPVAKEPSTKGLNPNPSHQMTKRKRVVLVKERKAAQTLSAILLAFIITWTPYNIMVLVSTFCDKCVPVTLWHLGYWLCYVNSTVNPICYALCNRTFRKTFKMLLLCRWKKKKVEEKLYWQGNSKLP
CHO-K1 Ca antag: counter-screen for M1 antagonists: effect in parental CHO-K1 cells | ATP-induced calcium, Fluo-8 fluorescence | inhibition, % at 3 µM | 360,000 tested, 0.6% active;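 active = inhibition above a per-plate cutoff, the plate's mean sample inhibition plus 3 SD, cut at about 24% in these data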;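 also: 0% = DMSO plus EC80 ATP and 100% = DMSO alone without ATP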
M4 PAM: CHRM4 positive allosteric modulation; P08173; CHO-K1 hM4/Gqi5, Fluo-8 calcium fluorescence, ACh EC20; 0% = ACh EC20, 100% = maximal ACh; 360,000 tested, 0.4% active; AID 624126; activation, % at 3 µM;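 active = activation above its plate's cutoff, the mean activation of sample wells plus 3 SD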; also: some results filed as inactive read as strong as hits
Target sequence (P08173 whole entry, looked up): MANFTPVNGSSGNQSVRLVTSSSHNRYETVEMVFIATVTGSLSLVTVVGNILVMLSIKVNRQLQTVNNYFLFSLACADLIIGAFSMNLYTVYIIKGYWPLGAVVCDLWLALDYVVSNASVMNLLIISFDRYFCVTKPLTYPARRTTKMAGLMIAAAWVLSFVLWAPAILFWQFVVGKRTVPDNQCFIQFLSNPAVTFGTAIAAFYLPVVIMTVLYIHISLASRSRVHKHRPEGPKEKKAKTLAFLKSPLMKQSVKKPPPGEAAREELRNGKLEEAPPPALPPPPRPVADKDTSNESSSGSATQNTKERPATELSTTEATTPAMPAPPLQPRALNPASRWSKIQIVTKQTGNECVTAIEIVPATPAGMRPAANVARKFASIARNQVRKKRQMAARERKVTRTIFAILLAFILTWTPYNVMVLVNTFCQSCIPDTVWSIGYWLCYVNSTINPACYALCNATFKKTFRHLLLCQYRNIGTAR
M1 PAM parental: counter-screen for M1 PAMs: effect in parental CHO-K1 cells | ATP EC20, Fluo-8 calcium fluorescence; 0% at ATP EC20, 100% at ATP max | activation, % at 3 µM | 360,000 tested, 0.02% active;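 active = activation above the run cutoff, the mean activation of all test compounds plus 3 SD, cut at about 40% in these data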;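 also: peak over basal fluorescence ratio in a 140 s read after ATP addition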
CHRM4 agonist: agonists of human muscarinic M4 receptor (CHRM4) | activation, % at 3 µM | CHO-K1 hM4/Gqi5, Fluo-8 calcium fluorescence; vehicle 0%, full acetylcholine response 100% | AID 624127 | 360,000 tested, 0.14% active;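 active = activation above the run mean over all test wells plus 3 SD, cut at about 32% in these data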;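 also: peak over basal fluorescence ratio per well then scaled between controls; 0% = DMSO wells and 100% = acetylcholine at EC100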
CHRM5 agonist: agonists of human muscarinic M5 receptor (CHRM5) | 360,000 tested, 0.19% active | activation, % at 3 µM | CHO-K1 hM5 cells, Fluo-8 calcium fluorescence; 0% DMSO wells, 100% maximal acetylcholine response;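 active = activation above the run's mean over test compounds plus 3 SD, cut at about 23% in these data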;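 also: signal is peak over basal fluorescence ratio across the kinetic read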
M4 antag: antagonists of human muscarinic M4 receptor (CHRM4) | P08173 | CHO-hM4 cells, ACh EC80, Fluo-8 calcium fluorescence | 360,000 tested, 0.73% active | inhibition, % at 3 µM;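 active = inhibition above its plate's cutoff, the mean inhibition of sample wells plus 3 SD, cut at about 27% in these data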;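 also: 0% = acetylcholine EC80 with DMSO and 100% = DMSO without agonist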
M1 ag parental: counter-screen for M1 agonists: effect in parental CHO-K1 cells; Fluo-8 calcium fluorescence; scaled to maximal ATP response, vehicle zero; AID 602248; activation, % at 3 µM; 360,000 tested, 0.48% active; in the data active = activation above about 15%;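 also: untransfected CHO-K1 host cells lacking M1 receptor as counterscreen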
M5 PAM: CHRM5 positive allosteric modulation | P08912 | CHO-K1 hM5, Fluo-8 calcium, ACh EC20 PAM; 0% = ACh EC20, 100% = ACh EC100 | AID 624038 | activation, % at 3 µM | 360,000 tested, 0.3% active;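 active = activation above the run cutoff, the mean activation of all test compounds plus 3 SD, cut at about 18% in these data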
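system = human M5 receptor in CHO-K1 cells | compound = one concentration, 3 µM final (nominal) | schedule = Post-acetylcholine fluorescence recording 140 s | signal = Fluo-8 calcium dye fluorescence, kinetic read | benchmarks = low control EC20 acetylcholine (0%), high control EC100 acetylcholine (100%) | repeats = singlicate, one well per test compound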
* hit, by the source's call.

SMILES	M5 antag	CHO-K1 Ca antag	M4 PAM	M1 PAM parental	CHRM4 agonist	CHRM5 agonist	M4 antag	M1 ag parental	M5 PAM
O=C(CSc1nc2ccsc2c(=O)n1CC1CCC(C(=O)O)CC1)c1ccc(Cl)cc1 (centres undefined)	11	-17	-1	10	2	14	-2	2.2	-4
O=C(CCNc1cc(Cl)cc(Cl)c1)c1cccs1	-2	2	-10	-14	-1	-1	2	-0.2	-7
COCCN1Cc2cccc(C(=O)Nc3c(C)cc(C)cc3C)c2C1=O	-4	20	12	-7	1	22	-1	-0.2	37*
COc1cc(-c2nnc(COc3ccc4ccccc4c3)o2)cc(OC)c1OC	1	-16	5	16	1	-2	0	0.5	2
C=CCNC(=O)c1c(-c2c(F)cccc2Cl)noc1C	-2	7	9	4	2	-6	-7	0.2	3
NC(=S)N/N=C/c1ccc(-c2ccccc2)o1	5	-8	3	13	0	-8	2	-0.5	5
Cc1cccc(C(=O)c2cccc(C)c2)c1	-3	2	7	4	-1	-2	3	-0.1	3
COc1ccc(CNC(=O)c2ccc3c(=O)n(-c4ccccc4)c(=O)[nH]c3c2)cc1	14	-1	10	19	1	-4	0	1.4	-2
COCCNc1nc(Oc2ccc(NC(C)=O)cc2)c2sc(-c3ccccc3)cc2n1	0	6	-2	9	1	0	-6	4.2	-3
O=C1C2C(c3ccccc3)C=CC(c3ccccc3)C2C(=O)N1c1cccnc1 (centres undefined)	6	-1	0	-8	1	-3	-5	0.6	-5
O=C(Cn1nnc(-c2ccc(NC(=O)c3ccccc3F)cc2)n1)NCc1ccc(F)cc1	14	-19	0	6	0	-8	3	0.3	-8
O=C(Nc1ccc2c(c1)OCCO2)c1cc(-c2ccccn2)nc2ccc(Br)cc12	8	-18	7	2	1	1	-3	0.4	-2
COc1ccc(C(=O)NC2=C(C#N)CCC2)cc1OC	4	-15	0	2	0	0	2	0.1	4
CN(C(=O)C1CCN(S(=O)(=O)c2ccccc2)CC1)c1c(N)n(Cc2ccccc2)c(=O)[nH]c1=O	6	6	-15	-9	1	-8	-14	0.2	-3
O=C(Nc1cccc(-c2csc(Nc3ccccc3)n2)c1)c1ccccc1	17	-8	-6	11	11	-4	-5	0.6	-17
CN(Cc1ccco1)c1ncnc2ccc(-c3ccoc3)cc12	1	-15	3	12	1	-5	-7	0.6	-3
O=C1SC(SCc2ccccc2)=N/C1=C\c1ccc(C(=O)O)cc1	8	11	-1	-22	0	4	1	-0.1	5
COC(=O)[C@H](C)NC(=O)/C=C/c1ccc(OC)cc1	-4	-3	7	23	1	-2	1	0.6	6
Cn1cc([N+](=O)[O-])c(C(=O)NCC(=O)O)n1	-6	-5	8	-9	1	-4	-5	-0.6	5
CCOc1cc(C2NC(=O)c3ccccc3O2)ccc1OC (centres undefined)	12	-4	4	15	1	3	-9	0.9	-1

Complete entries as entered above.
O=C1SC(SCc2ccccc2)=N/C1=C\c1ccc(C(=O)O)cc1 across the screens: M5 antag: 8; CHO-K1 Ca antag: 11; M4 PAM: -1; M1 PAM parental: -22; CHRM4 agonist: 0; CHRM5 agonist: 4; M4 antag: 1; M1 ag parental: -0.1; M5 PAM: 5
COc1cc(-c2nnc(COc3ccc4ccccc4c3)o2)cc(OC)c1OC across the screens: M5 antag: 1; CHO-K1 Ca antag: -16; M4 PAM: 5; M1 PAM parental: 16; CHRM4 agonist: 1; CHRM5 agonist: -2; M4 antag: 0; M1 ag parental: 0.5; M5 PAM: 2

Later entries.
SMILES	M5 antag	CHO-K1 Ca antag	M4 PAM	M1 PAM parental	CHRM4 agonist	CHRM5 agonist	M4 antag	M1 ag parental	M5 PAM
Cc1ccc(NC(=O)CS(=O)CC(=O)N(CC(=O)NC(C)(C)C)c2cccc(C)c2C)cc1 (centres undefined)	9	7	-3	-6	2	-1	0	0.0	2
COC(=O)c1ccc(C2C(C#N)=C(N)Oc3cc(C)n(C)c(=O)c32)cc1 (centres undefined)	8	2	-5	11	1	1	5	0.7	-2
CCC1CCCCN1CCCNC(=O)C1CCCN(c2ncnc3c2nc2n3CCCCC2)C1 (centres undefined)	16	-2	-10	-7	0	-10	17	-0.4	-8
CCN(CC)C1=N/C(=C\c2ccco2)C(=O)N1c1ccccc1	-2	2	3	8	2	-1	5	1.4	2
Cc1nc2ccccn2c1CN(C)C(=O)C1CCC(=O)N(CCc2cccc(F)c2)C1 (centres undefined)	-3	7	1	10	2	-3	2	1.1	2
Cc1occc1-c1nnc(SCC(=O)NC2CC2)n1C	-11	-1	2	-8	1	0	4	-0.1	13
Cc1ccccc1NC(=O)C(NS(=O)(=O)c1ccc2c(c1)c(=O)n(C)c(=O)n2C)c1ccccc1 (centres undefined)	-6	-1	0	16	0	-2	-31	0.7	-1
COCc1c(C(=O)N2CCN(Cc3c(F)cccc3Cl)CC2)oc2ccccc12	12	-10	-13	-11	5	-2	20	1.1	-6
COc1ccc(CCNC(=O)c2cc(S(=O)(=O)N3CCCCCC3)ccc2OC)cc1OC	3	-10	-8	0	8	-9	7	2.2	-9
O=C(COCC(=O)N/N=C/c1ccc(F)cc1)N/N=C/c1ccc(F)cc1	-6	-6	-4	6	0	2	-12	-0.2	1
CCc1cc(CNC(=O)CC2C(=O)NCCN2Cc2ccc(-c3ccccc3)cc2)on1 (centres undefined)	3	-10	-5	8	2	-6	-2	1.8	-2
COc1ccc2[nH]c(C)c(CCNC(=S)Nc3cc(C)cc(C)c3)c2c1	8	-6	4	11	4	-4	-19	1.4	-6
Cc1ccc(C(CC(=O)O)NC(=O)CN2C(=O)c3ccccc3C2=O)cc1 (centres undefined)	6	-9	-2	-1	1	-3	0	0.6	5
CCOC(=O)c1cnn(-c2ccccc2)c1-n1cccc1	-5	5	-1	4	0	-4	3	-0.1	1
COc1ccc(OC)c(C=Nc2ccccc2-c2nc3ccccc3[nH]2)c1	6	4	4	10	1	-4	3	-0.2	-4
COc1cccc2cc(C(=O)OCc3ccccc3)c(=O)oc12	9	-3	-3	5	1	-2	2	0.8	-5
Cc1ccccc1N1CCN(C(=O)NCc2cccc(Cl)c2)CC1	6	-15	-3	19	7	-2	-5	3.1	-1
C=CCOc1ccc(/C=C2\SC(N3CCCCC3)=NC2=O)cc1	9	5	-4	-11	-1	-8	6	-0.6	3
CC1(c2ccc(OC(F)F)cc2)NC(=O)N(CC(=O)N2c3ccccc3NC(=O)C2(C)C)C1=O (centres undefined)	5	-12	5	7	6	5	-2	3.3	10
CCn1c(SCC(=O)N/N=C/c2ccc(C)o2)nnc1-c1ccc(C)cc1	1	-7	-5	18	0	-3	10	2.0	-3
COc1ccc(CCC(=O)NCCOc2ccccc2Cl)cc1	14	-3	-14	-11	15	4	-1	3.4	-10
O=C(NCc1ccccc1F)C1CC(=O)N(Cc2ccco2)C1 (centres undefined)	5	-15	0	11	1	1	-9	0.1	-4
CN1CCN(c2nc(-c3ccccc3)nc3c2oc2ccccc23)CC1	-5	0	18	12	3	1	3	0.3	6
CCOc1ccc(-c2nnc(SCC(=O)N3CCOCC3)o2)cc1	2	-6	2	20	0	-2	10	0.9	0
C/C=C/c1ccc(OCCOCCOc2cccc3cccnc23)c(OC)c1	5	5	-3	6	3	2	3	1.1	-4
O=[N+]([O-])c1ccc(O)c(C2CCCCC2)c1	22	1	-3	-2	9	-3	9	9.1	-25
COc1ccc(OC)c(NC(=O)CCN2CC(C)OC(C)C2)c1 (centres undefined)	4	7	3	-5	1	1	2	0.4	-3
CCOC(=O)N1CC=C2C(C#N)=C(N)C(C#N)(C#N)[C@H](c3ccsc3)[C@H]2C1	4	-6	22	15	-2	1	11	0.6	-6
CC(=O)c1c(C)[nH]c(C(=O)Nc2ccc(F)c(F)c2F)c1C	14	-6	-2	2	11	0	0	7.3	-2
CCOc1ccc(N=Cc2c(O)cc(C)oc2=O)cc1	1	9	2	4	0	3	-4	-0.4	-2
O=C(Cc1cccs1)N(c1ccc(Br)cc1)C1C=CS(=O)(=O)C1 (centres undefined)	8	-8	4	1	1	2	-10	0.9	3
Cc1cc(C(F)(F)F)c(C#N)c(SCC(=O)NC2CC2)n1	0	-30	1	13	0	2	-1	1.3	-5
CCOC(=O)C1=C(CC)Nc2ccccc2N=C1NC(=O)c1cc(C)on1	12	-8	0	-12	14	6	-5	5.1	-21
O=c1[nH]c2cc([N+](=O)[O-])c(NCCO)c([N+](=O)[O-])c2[nH]1	9	-5	-9	11	14	0	5	5.4	-6
COCCCn1c(C23CC4CC(CC(C4)C2)C3)n[nH]c1=S	9	10	3	-8	1	4	-3	-0.1	2
COCCCNC(=O)c1cc(OC)c(OC)c(OC)c1	-3	-9	12	16	1	-1	-3	0.4	1
Clc1ccc(C[n+]2cc(-c3ccccc3)n3c2CCC3)cc1Cl	2	-7	0	24	0	-8	4	1.3	-2
O=C(c1ccccc1S(=O)(=O)NCC(O)COc1ccc([N+](=O)[O-])cc1)N1CCCCC1 (centres undefined)	1	-6	-3	11	3	-1	-11	1.5	-3
O=C1/C(=C/c2cccnc2)Oc2cc(OS(=O)(=O)c3ccccc3)ccc21	0	-4	-10	12	14	3	1	6.3	13
CC1(C)CC[C@]2(C(=O)O)CC[C@]3(C)C(=CC[C@@H]4[C@@]5(C)CC[C@H](O[C@@H]6O[C@H](C(=O)O)[C@@H](O)[C@H](O[C@@H]7OC[C@H](O)[C@H](O)[C@H]7O)[C@H]6O)C(C)(C)[C@@H]5CC[C@]43C)[C@@H]2C1	11	24*	0	-16	1	1	6	-0.1	-14
Cc1oc(-c2ccc(Cl)cc2)nc1CS(=O)CC(=O)NCCN1CCCC1 (centres undefined)	6	25*	6	-4	0	-2	-9	-0.3	-5
O=C(c1cccs1)N1CCN(C(=O)N2CCOCC2)CC1	1	10	0	12	1	0	-1	6.0	-5
COc1cc2nc(NCC3CCCO3)n3nc(-c4cccnc4)nc3c2cc1OC (centres undefined)	0	-7	0	14	2	0	8	0.3	1
O=C(NNC(=O)C12CC3CC(CC(C3)C1)C2)c1cccc([N+](=O)[O-])c1	-5	-15	-2	33	1	-1	-3	0.9	2
CCOC(=O)c1cc2cc(F)ccc2nc1C	3	19	-2	-3	1	1	1	0.1	-4
CC1=C(C(=O)N(C)C)CC(CC(=O)NCC2CCCCC2)C(=O)N1Cc1ccc(C(C)(C)C)cc1 (centres undefined)	3	-22	-5	18	1	-2	-6	-0.1	-1
Cc1ccc2[nH]c(=O)c(-c3nc4c(C)cccn4c3NCc3ccco3)cc2c1	3	-5	-4	14	1	-3	-4	0.3	3
O=C(O)CCCCCN1C(=O)CSC1=S	10	-4	3	15	3	0	10	0.8	-9
O=C(COC(=O)/C=C/c1cccc(C(F)(F)F)c1)Nc1cccc2ccccc12	-6	1	0	12	1	2	2	0.2	4
CC1(C)C2([N+](=O)[O-])CN3CC1([N+](=O)[O-])CN(C2)C3C(O)C(O)C(O)CO (centres undefined)	1	-15	21	24	1	-4	-8	0.6	-1
O=C(Nc1cccc(OC(=O)c2ccco2)c1)c1ccco1	-2	2	-3	13	1	-1	-3	1.3	2

For reference, two of the compounds above:
SMILES	M5 antag	CHO-K1 Ca antag	M4 PAM	M1 PAM parental	CHRM4 agonist	CHRM5 agonist	M4 antag	M1 ag parental	M5 PAM
O=C(CSc1nc2ccsc2c(=O)n1CC1CCC(C(=O)O)CC1)c1ccc(Cl)cc1 (centres undefined)	11	-17	-1	10	2	14	-2	2.2	-4
O=C(CCNc1cc(Cl)cc(Cl)c1)c1cccs1	-2	2	-10	-14	-1	-1	2	-0.2	-7
